Screening results from PubChem.
KCNQ2 block – KCNQ2 potassium channel inhibitors, primary screen, cell-based, CHO-K1, FluxOR thallium flux, B-score (AID 2156); O88943; 20 min; hits give low values; B-score at 10 µM; 1.1% of 310,000 active;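 active = fluorescence ratio B-score at most minus 3 library SDs, with starting brightness B-score within 2 library SDs, cut at about -5.5 in these data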
Target sequence (O88943 whole entry, looked up): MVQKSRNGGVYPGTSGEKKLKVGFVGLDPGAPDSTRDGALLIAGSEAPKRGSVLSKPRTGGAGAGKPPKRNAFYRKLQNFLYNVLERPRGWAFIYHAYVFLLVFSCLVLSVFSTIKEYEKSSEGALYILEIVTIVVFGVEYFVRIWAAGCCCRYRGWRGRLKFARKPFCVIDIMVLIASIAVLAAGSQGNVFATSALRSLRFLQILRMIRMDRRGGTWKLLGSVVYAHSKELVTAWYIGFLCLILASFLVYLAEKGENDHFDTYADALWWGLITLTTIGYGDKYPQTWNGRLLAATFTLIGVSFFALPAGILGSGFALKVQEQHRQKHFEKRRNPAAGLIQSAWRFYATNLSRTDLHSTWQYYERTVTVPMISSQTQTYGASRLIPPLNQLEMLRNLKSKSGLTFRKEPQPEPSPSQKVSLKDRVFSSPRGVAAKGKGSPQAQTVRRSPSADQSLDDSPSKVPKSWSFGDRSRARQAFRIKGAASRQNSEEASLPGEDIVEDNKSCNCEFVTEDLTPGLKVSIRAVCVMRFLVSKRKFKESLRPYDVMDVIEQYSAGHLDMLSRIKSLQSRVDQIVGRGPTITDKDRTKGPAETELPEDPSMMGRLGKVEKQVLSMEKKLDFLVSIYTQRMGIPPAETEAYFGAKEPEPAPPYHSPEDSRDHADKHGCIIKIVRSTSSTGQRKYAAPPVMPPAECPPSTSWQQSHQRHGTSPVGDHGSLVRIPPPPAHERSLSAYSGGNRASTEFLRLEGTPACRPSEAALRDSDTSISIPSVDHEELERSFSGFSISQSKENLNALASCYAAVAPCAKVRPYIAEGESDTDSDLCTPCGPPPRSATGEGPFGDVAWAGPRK
STK33 inh – inhibitors of human STK33 kinase. Q9BYT3. purified STK33, MBP phosphorylation, ADP-Glo luminescence. inhibition, % at 10 µM. 0.073% of 320,000 active;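 active = inhibition at or above 25%, using the most active replicate where run in duplicate; inactive = inhibition below 25%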
OX1R antag – OX1R (human) antagonism. OX1R-expressing cells, FRET antagonist read-out. O43613. inhibition, % at 6.6 µM. 1.8% of 330,000 active. AID 485270; in the data active = inhibition mostly above about 38%, no sharp cut-off; inactive = mostly below about 40%;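 also: 0% = agonist challenge alone and 100% = reference antagonist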
* hit, by the source's call; i = inactive; . = no result given.

SMILES	KCNQ2 block	STK33 inh	OX1R antag
O=C(NCCNC(=O)c1cc(Cl)ccc1Cl)c1cnccn1	i	-0.9	33.9
Cc1cc(Nc2ccc(Br)cc2)nc(-c2ccccc2O)n1	i	-0.1	16.9
Cc1ccc(C(=O)N(C)c2nnc(-c3ccncc3)s2)cc1	i	-0.3	8.3
O=C(NC1CCCCC1)N1CCN(S(=O)(=O)c2ccc(F)cc2)CC1	i	2.0	16.7
O=C1c2cccc3cccc(c23)N1CN1CCN(c2ccccn2)CC1	i	1.6	28.8
Cc1cccc(S(=O)(=O)Nc2ccc3c(c2)OCCO3)c1	i	-0.3	3.0
CCOc1ccc(NS(=O)(=O)c2ccc3c(c2)CCN3C(=O)CCC(=O)O)cc1	i	0.7	2.6
CCCCn1c(SCC(=O)NC(C)(C)C)nnc1-c1ccco1	i	0.0	10.3
COc1ccc(NC(=O)COC(=O)Cc2ccsc2)c(OC)c1	.	-1.6	4.7
O=C1N(Cc2cccc(Cl)c2)C[C@@H]2C[C@@H](c3ccco3)N3CCC[C@@]123	i	0.6	1.4
CC(=O)Nc1cc(C(=O)N2CCCC2)ccc1Sc1ccc(C)cc1	i	-1.7	4.0
O=C1OC(c2ccc(Cl)cc2)=N/C1=C\C=C\c1ccco1	i	1.5	7.4
O=C(CN(c1cccc([N+](=O)[O-])c1)S(=O)(=O)c1ccccc1)NCc1ccccc1	i	-2.3	34.7
Cc1ccc2c(c1)COc1c3ccc(C(=O)NC(C)C)cc3nn1-2	i	-1.1	39.4
O=C(NN=Cc1c(O)ccc2ccccc12)c1ccc2c(c1)OCO2	.	0.2	6.2
Cc1ccccc1C(=O)NC1CCN(C(=O)N2CCOCC2)CC1	i	-1.1	13.3
COc1ccc(Oc2nc(OC)cc(OC)n2)cc1	i	0.7	10.9
CCCC1(c2ccccc2)NC(=O)N(CC(=O)Nc2cc(S(=O)(=O)N3CCOCC3)ccc2Cl)C1=O (stereo not drawn)	i	-0.1	5.0
N#Cc1nc(COc2cccc(Cl)c2)oc1N1CCN(c2ccccc2)CC1	i	-0.6	12.6
COC(=O)c1[nH]c2ccc(F)cc2c1NS(=O)(=O)c1ccc(OC)cc1OC	i	-1.3	32.4

Molecules from the list above that contain an aryl thioether with sulfur outside any ring, in the order listed:
SMILES	KCNQ2 block	STK33 inh	OX1R antag
CCCCn1c(SCC(=O)NC(C)(C)C)nnc1-c1ccco1	i	0.0	10.3
CC(=O)Nc1cc(C(=O)N2CCCC2)ccc1Sc1ccc(C)cc1	i	-1.7	4.0

Next structures follow.
SMILES	KCNQ2 block	STK33 inh	OX1R antag
COC(=O)c1ccc(C)c(NC(=O)CCSc2ccc(C)cc2)c1	i	-2.8	3.3
COC(=O)c1c(NC(=O)/C=C/c2ccco2)sc2c1CCC2	i	-0.8	16.0
COc1ccccc1CCn1c(N)cc(=O)[nH]c1=O	i	1.1	11.7
Cc1ccc(C)n1NC(=O)c1cccc(Cl)c1	i	-2.3	11.5
Cc1ccc(/C([O-])=C(/C(=S)NCc2ccccc2)[n+]2ccccc2)cc1[N+](=O)[O-]	i	-0.7	16.6
CC(C)(C)C(=O)CN1C(=O)NC2(CCCc3ccccc32)C1=O (stereo not drawn)	i	0.0	8.5
COc1ccc(CCNC(=O)C(=O)NCCC2CCCCN2S(=O)(=O)c2cccs2)cc1 (stereo not drawn)	i	-3.1	29.3
COc1ccc(NC(=O)COC(=O)c2ccc(OCc3ccccc3Cl)c(OC)c2)c(OC)c1	i	-0.8	1.2
N#Cc1c2n(c3c(=O)n(Cc4ccccc4Cl)cnc13)CCCC2	i	-1.7	9.9
O=S(=O)(c1cccc2cccnc12)N1CCN(Cc2ccc3c(c2)OCO3)CC1	i	2.9	12.0
CCOC(=O)Cn1ccc(NC(=O)COc2ccc(F)cc2)n1	i	0.1	6.9
CCN(/C=N/c1sc2c(c1C#N)CCCCC2)CC	i	-1.3	17.6
COc1ccc(Cl)cc1N(CC(=O)N/N=C/c1ccc(OCC(N)=O)cc1)S(C)(=O)=O	i	-0.7	18.8
COCCn1c(=NC(=O)CN2C(=O)CCC2=O)sc2cc(S(N)(=O)=O)ccc21	i	-1.3	2.5
Cc1ccc(NC(=O)c2sc(Cl)nc2-c2ccccc2)cc1	i	-1.1	17.5
Cc1cc(OCC(=O)Nc2ccccc2N2CCOCC2)c(C(C)C)cc1Cl	.	-0.7	11.7
Cc1ccc(S(=O)(=O)N2CCN(C(=O)CN3CCOCC3)C2C(C)C)cc1 (stereo not drawn)	i	0.4	6.6
CC(=O)Nc1ccc(S(=O)(=O)N2CCCC2C(=O)Nc2ccc(F)cc2)cc1 (stereo not drawn)	i	.	16.0
CCCn1c(SCC(=O)Nc2nnc(CC)s2)nnc1-c1ccncc1	i	1.4	22.3
CC(=O)OC1COC(n2c(O)c(N=NC(N)=S)c3ccccc32)C(OC(C)=O)C1OC(C)=O (stereo not drawn)	i	-1.1	18.9
NC(=O)Cc1nc2scc(-c3ccccc3)c2c(=O)[nH]1	i	-3.5	15.0
Cc1ccc(NC(=O)C(c2ccccc2)c2ccccc2)nc1	i	-1.6	16.8
CC(=O)Nc1cccc(OCC(O)Cn2cnc3ccccc32)c1 (stereo not drawn)	i	1.3	-2.1
CCC(C(=O)OCC(=O)Nc1c(Cl)cccc1Cl)c1ccccc1 (stereo not drawn)	i	-0.3	23.7
COc1ccc(C(=O)/C=C/c2ccc(OC)c(CN3CCOCC3)c2)cc1	i	4.8	13.9
CN(Cc1ccccc1)C(=C(Cl)Cl)/C(=C1/NCCN1C)[N+](=O)[O-]	i	0.7	20.2
CC(C)(C)c1ccc(CNC(=O)C2CCCN2C(=O)Nc2ccccc2)cc1 (stereo not drawn)	i	-1.7	5.0
Cc1cccc(C)c1NC(=O)CN(C)C(=O)C1=COCCO1	.	-0.5	9.2
CCCCn1c(N)c(N(CC)C(=O)c2ccncc2)c(=O)[nH]c1=O	.	1.2	4.0
COc1cc(NC(=O)c2cnc(NCc3ccccc3)nc2C)cc(OC)c1OC	i	-0.7	11.5
CCOC(=O)c1cccc(NC(=O)CCCn2c(=O)c3cccn3c3cccnc32)c1	i	-0.6	80.2*
O=C(/C=C/c1ccc(Br)cc1)c1ccc(NC(=O)c2ccco2)cc1	i	0.6	38.0
O=C(NNC1CC(=O)N(c2ccccc2)C1=O)c1ccco1 (stereo not drawn)	i	-1.0	8.3
COc1ccccc1NS(=O)(=O)c1cc(N)ccc1N1CCCCC1	i	0.3	33.1
CC(=O)Oc1ccc(C(=O)Nc2ccccc2C(=O)NCC(C)C)cc1	i	0.3	18.9
COCCN(C(=O)COC(=O)CSc1ccc2ccccc2c1)c1c(N)n(Cc2ccccc2)c(=O)[nH]c1=O	i	0.1	9.1
Cc1cc(C)c(NC(=S)N(CCN(C)C)C(C)c2cccnc2)c(C)c1 (stereo not drawn)	i	-1.7	2.6
COc1ccc(NC(=O)C(NC(C)=O)C(=O)NCc2ccccc2OC)cc1 (stereo not drawn)	i	-1.8	4.3
CC1(C)CC(=O)C2=C(C1)Nc1ccccc1NC2c1cccc(F)c1 (stereo not drawn)	i	1.3	.
COC(CNC(=O)C(=O)Nc1cc2c3c(c1)CC(=O)N3CCC2)OC	i	0.3	0.7

At a glance, 2 of the compounds above:
SMILES	KCNQ2 block	STK33 inh	OX1R antag
CC1(C)CC(=O)C2=C(C1)Nc1ccccc1NC2c1cccc(F)c1 (stereo not drawn)	i	1.3	.
COC(CNC(=O)C(=O)Nc1cc2c3c(c1)CC(=O)N3CCC2)OC	i	0.3	0.7

Sorted by the number under STK33 inh (smallest number first): some entries from above.
SMILES	KCNQ2 block	STK33 inh	OX1R antag
COCCN(C(=O)COC(=O)CSc1ccc2ccccc2c1)c1c(N)n(Cc2ccccc2)c(=O)[nH]c1=O	i	0.1	9.1
COC(CNC(=O)C(=O)Nc1cc2c3c(c1)CC(=O)N3CCC2)OC	i	0.3	0.7
CN(Cc1ccccc1)C(=C(Cl)Cl)/C(=C1/NCCN1C)[N+](=O)[O-]	i	0.7	20.2
CCCCn1c(N)c(N(CC)C(=O)c2ccncc2)c(=O)[nH]c1=O	.	1.2	4.0
COc1ccc(C(=O)/C=C/c2ccc(OC)c(CN3CCOCC3)c2)cc1	i	4.8	13.9

Next section
SMILES	KCNQ2 block	STK33 inh	OX1R antag
CCOc1ccc(N2C(=O)CC(Sc3nc(O)c(CC)c(=O)[nH]3)C2=O)cc1 (stereo not drawn)	i	0.7	1.6
Cc1ccc(CNC(=O)C2CCC(=O)N2C(C)C)cc1 (stereo not drawn)	i	-0.4	-9.4
Cc1nc(N)sc1C(=O)NN	i	1.0	1.1
Cc1ccc(C2=NO[C@@](CC(=O)O)(C(=O)Nc3ccc4c(c3)OCCO4)C2)cc1	i	-0.4	.
O=C(CNC(=O)c1nc[nH]c1C(=O)N1CCc2ccccc2C1)OCc1ccccc1	-5.57*	-2.0	32.8
CCc1nnc(NC(=O)C2CCN(c3nccc(C)n3)CC2)s1	i	-1.1	8.2
CC(O)CSc1nc2c(c(=O)[nH]c(=O)n2C)n1CC(O)COc1ccccc1 (stereo not drawn)	i	-0.7	4.6
Cc1cc2c(cc1C)C(c1ccsc1)CC(=O)N2 (stereo not drawn)	i	1.0	8.2
COC(=O)c1c(NC(=O)CSc2nnc(Cn3nnc4ccccc43)n2C)sc(C)c1C	i	-2.2	13.7
Cc1csc(CN(C)C(=O)C2CCC(=O)N(CCCc3ccccc3)C2)n1 (stereo not drawn)	i	-1.6	3.1
Cc1ccc(NC(=O)/C=C/C(=O)O)c(NC(=O)c2ccccc2)c1	i	-1.6	3.5
COc1ccc(NC(=O)C2CCCC2)cn1	i	0.0	31.5
CC(=O)NC(CCS(C)(=O)=O)C(=O)Nc1ccc2c(c1)OCCO2 (stereo not drawn)	i	-0.8	6.6
COC1=CC(=O)C[C@@H](C)[C@]12Oc1c(Cl)c(OC)cc(OC)c1C2=O	i	-1.0	17.4
Nc1c(Cl)cnn(-c2ccccc2)c1=O	i	-2.6	8.9
Cc1ccc(NS(=O)(=O)c2c(C)[nH]c(=O)[nH]c2=O)c(Br)c1	i	-1.3	-12.6
CCC/C(=N\NC(=O)CCC(=O)NCc1ccccc1)c1ccccc1	i	-1.3	2.0
C[C@@H]1CN([C@H](C)CO)C(=O)c2cc(NS(=O)(=O)c3cccs3)ccc2O[C@H]1CN(C)Cc1ccccc1	.	-0.1	5.6
Cc1cc(C(=O)O)cc(Br)c1N	i	0.8	10.6
CCNc1nc(NCC)nc(NC(N)=S)n1	i	-0.6	21.7
COc1ccc(C2NN=C(c3ccc(C)cc3)S2)cc1 (stereo not drawn)	i	-0.9	-10.5
Cc1c(NC(=O)COc2ncnc3ccccc23)c(=O)n(-c2ccccc2)n1C	i	2.6	2.8
Cn1c(=O)c2c(nc(CN3CCOCC3)n2CC(=O)c2ccccc2)n(C)c1=O	i	0.6	8.3
COc1cccc(/C=C/C(=O)NCc2ccc3c(c2)OCO3)c1	i	-0.7	18.8
COc1nc2c(s1)C(=O)NCCC2	i	-1.1	7.9
O=C(COc1ccccc1)NC1CCCCC1	i	-2.2	13.5
Nc1ccc(N2CCOCC2)c(S(=O)(=O)Nc2cc(Cl)ccc2Cl)c1	i	0.1	40.0
O=C(N/N=C/c1ccccc1)C(O)c1ccccc1 (stereo not drawn)	i	0.2	4.5
Cc1ccc2nc3c(cc(C(=O)NC4CCCC4)c(=N)n3C3CCCCC3)c(=O)n2c1	i	-0.9	21.4
Cc1cc(C(=O)N[C@@H](c2ccccc2)[C@]2(C)C[C@H]2[C@@H](C)C(=O)Nc2ccc3ccccc3c2)no1	i	-0.7	12.8
COc1cc2c(=O)n(CC3CCCO3)c(=O)n(CC(=O)Nc3ccccc3)c2cc1OC (stereo not drawn)	i	-0.2	9.6
Cc1ccc(C(=O)Nc2cccc(C(=O)N3CCN(C)CC3)c2)cc1	i	-0.5	6.3
NS(=O)(=O)c1ccc(NC(=O)COC(=O)C2CC(=O)N(Cc3ccccc3)C2)cc1 (stereo not drawn)	i	-0.9	8.9
O=[N+]([O-])c1ccc2nc(-c3ccccc3)cc(-c3ccccc3)c2c1	i	-1.4	17.1
CCOc1ccc(C(=O)Nc2ccc(C(=O)N3CCOCC3)cc2)c(OCC)c1	i	0.3	2.8
O=C(CNC(=O)c1ccc(S(=O)(=O)N2CCCC2)cc1)N/N=C/c1c(Cl)cccc1Cl	i	0.1	13.0
CCOc1ccc(-c2nc(CN3CCCCC3CCn3cccn3)c(C)o2)cc1 (stereo not drawn)	i	0.5	13.7
C/C(=N\NC(=O)c1ccncc1)c1cccs1	i	.	19.8
Cc1ccccc1N=C/C=C1\N(C)c2ccccc2C1(C)C	i	0.8	14.3
COc1ccc(OC)c(NC(=O)Cn2cc(C(=O)c3ccco3)c3ccccc32)c1	i	-2.0	24.6
O=C(O)CCc1ccc(-c2ccc(Cl)cc2)n1Cc1ccco1	i	-1.1	13.8
C=CCNC(=O)c1c2c(nc3ccccc13)-c1ccccc1CC2	-7.64*	-0.6	15.8
COc1ccc(CCC(=O)Nc2ccc(Cn3ccnc3)cc2)cc1	i	-0.2	-7.4
O=C(CNC(=O)c1ccccc1)OCC(=O)c1c[nH]c2ccccc12	.	0.8	6.0
Cc1ccc(N2C(=O)N(CC(=O)c3cc(C)ccc3C)C(=O)C2C)cc1 (stereo not drawn)	i	-0.3	25.8
Cn1c(C(=O)N2CCC(C(N)=O)CC2)cc2cc(Cl)ccc21	i	-1.8	-0.6
O=C(COc1ccc(S(=O)(=O)Nc2cccc(C(F)(F)F)c2)cc1)N1CCOCC1	i	-0.1	17.8
Cn1c(=O)c2sccc2n(CC(=O)NCCC2=CCCCC2)c1=O	i	0.2	17.9
CS(=O)c1ccc(-n2c(=O)n(Cc3ccccc3)c(=O)c3[nH]cnc32)cc1 (stereo not drawn)	i	-0.3	-1.3
O=C1CSC(c2ccccn2)N1c1ccc(F)cc1F (stereo not drawn)	i	-0.5	13.9
